Dynein transport – blocks dynein driven cargo transport along microtubules; z-score, hits read low; 3617.4 mouse cells, GR-EGFP nuclear translocation imaging; test concentration mostly 20 µM; stimulated with dexamethasone, 1 µM; stronger effect = lower value; 0.47% of 220,000 active;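 active means plate z-score of nuclear minus cytoplasmic receptor signal below a set negative limit, without overly bright fluorescence or cell loss, cut at about -3.5 in these data, passing the limit was not always enough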;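 further: z-score of nuclear minus cytoplasmic ring GR-EGFP intensity difference per well; some compounds called inactive have numbers as strong as hits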
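Buffer or medium: tetracycline-free induction medium containing charcoal-stripped FBS / Reagent: dexamethasone agonist, 1.0 µM final, for 30 min / Technique: automated 10x imaging of fixed Hoechst-stained cells / Times: induction 48 h, compound 1 h, agonist 30 min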
WT yeast gro inh – growth inhibition of WT yeast, mitochondrial fusion screen; mitochondrial fusion phenotypic screen, WT strain; inhibition, % at 10 µM; 2.1% of 190,000 active; AID 1362; in the data active means inhibition above about 58%; tested in S. cerevisiae
b-catenin transl – alters nuclear translocation of beta-catenin in HeLa cells; immunofluorescence imaging; nuclear translocation activity, % at 5 µM; 0.3% of 190,000 active; AID 1665;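 active means nuclear translocation activity above 50% at 5 µM, with a well cell count of 50 or more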;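 further: per-cell ratio of nuclear to cytoplasmic median beta-catenin stain intensity; plate controls were DMSO negative control for no effect and GSK-3 inhibitor IX positive control for full effect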
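Read-out: Nuclear/cytoplasmic beta-catenin signal ratio, % activation | Assay system: Human HeLa cell line | Times: 24 h compound exposure at 37°C, 5% CO2 | Signal: Fluorescence imaging of beta-catenin antibody stain plus DAPI | Dosing: 5 µM primary, 0.02–20 µM confirmation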
Autophagy mod – autophagy modulation, high-content screen; MEF GFP-LC3 puncta imaging; test concentration mostly 10 µM; calls only at 10 µM (by protocol); 0.98% of 190,000 active; AID 463193;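 active means percentage of spot-positive cells more than 3 SD above its plate mean, without a fluorescence outlier flag or 80% toxicity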;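 further: spot-positive cell cutoff set from DMSO-treated cells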
T cell modulator – modulates CD8 T cell binding to vesicles; 2C CD8+ T cell-vesicle binding, flow cytometry; stronger effect = lower value; calls only at 7 µM; 0.068% of 330,000 active; AID 2052;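 active means response, share of CD8 T cells binding vesicles, and their 90th percentile fluorescence all below set limits, cut at about 80% in these data, passing the limit was not always enough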
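Incubation: binding step 1.5 h, 37 °C, antibody labelling 20 min, ice; system: murine 2C transgenic CD8+ T lymphocytes; technique: cytometric PE anti-B7-1 and Alexa647 anti-CD8 signals after 1% paraformaldehyde fixation; also added: QL9-charged Drosophila Ld/ICAM-1/B7-1 vesicles; control set: naked versus QL9-loaded vesicles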
MT stabilizer – stabilizes microtubules in HeLa cells | HeLa tubulin immunostaining HCS, 24 h; share of cells brighter than vehicle mean+2SD | % tubulin-high responders, % at 10 µM | 0.83% of 200,000 active | AID 2205;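 active means plate Z-score above 3 for both tubulin-high and condensed-nucleus cell shares, with cell loss under 80%, at 10 µM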;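 further: anti alpha tubulin signal scored within the nucleus-defined area of each cell; some results filed as inactive read as strong as hits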
Yfh1-depleted yeast – enhancers of respiration in Yfh1-depleted yeast, dose response, Friedreich's ataxia, plus single-dose screen (AID 1465) | S. cerevisiae Yfh1-off respiration, WST-1 reduction, 72 h; higher fold induction means a stronger effect | fold induction at 50 µM; hits with a dose series show EC50 in µM | 0.074% of 220,000 active;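 active means fold induction of absorbance versus untreated yeast above a set limit, then at least 30% activation at any dose in follow-up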;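 further: activators that raise dye reduction in frataxin-depleted yeast; strong numbers were not always called active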
M1AAP inhibition – malaria alanyl aminopeptidase activity blockers – biochemical, fluorogenic H-Leu-NHMec substrate, 1536-well (AID 1445); recombinant M1AAP, H-Leu-NHMec fluorogenic kinetic assay; higher % means a stronger effect; inhibition, % at 30 µM; hits with a dose series show IC50 in µM; 0.42% of 220,000 active;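 active means primary inhibition above the hit cutoff, then over 50% inhibition at one or more dose response concentrations, cut at about 23% in these data, passing the limit was not always enough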;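 further: plate controls were DMSO full reaction for no effect and no enzyme background for full effect; strong numbers were not always called active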
P. falciparum M17LAP – P. falciparum M17LAP inhibitors, primary screen, biochemical, fluorogenic H-Leu-NHMec substrate, 1536-well (AID 1619) | recombinant M17LAP, H-Leu-NHMec fluorogenic kinetic assay; higher % means a stronger effect | one-dose inhibition, % at 30 µM; IC50 in µM for titrated hits | 0.38% of 220,000 active;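 active means compound inhibiting the enzyme by more than half at any dose during confirmatory dose-response retesting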;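 further: plate controls were full reaction with DMSO carrier for no effect and no enzyme background for full effect; strong numbers were not always called active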
WT yeast gro inh mutant strain – second read-out of WT yeast gro inh, no call of its own (marks repeat the call); inhibition, %; mitochondrial fusion phenotypic screen, mutant strain inhibition
Dynein transport cytoplasmic EGFP – also measured in Dynein transport; calls as there; z-score; measured here: cytoplasmic GR-EGFP intensity; stronger effect = higher value
Dynein transport nuclear GR-EGFP – further read-out of Dynein transport, marked with its call; z-score; measured here: nuclear GR-EGFP intensity;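 lower value marks the stronger effect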
Dynein transport cell count – further read-out of Dynein transport, marked with its call; z-score; measured here: cell count per field
b-catenin transl cell count 5 µM – further read-out of b-catenin transl, marked with its call; cell count; measured here: cell count, cytotoxicity flag
T cell modulator vesicle-bound % – second read-out of T cell modulator, no call of its own (marks repeat the call); double positive events, %; measured here: CD8+ vesicle-bound cell fraction;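 binding gate set so that unloaded-vesicle control wells show 10% double positive cells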
MT stabilizer Hoechst-high % – recorded beside MT stabilizer, whose call it bears; % Hoechst-high responders; measured here: nuclear condensation Hoechst responders;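 share of cells brighter than vehicle mean plus two SD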
MT stabilizer cytotoxicity % – recorded beside MT stabilizer, whose call it bears; toxicity, %; measured here: cytotoxicity by cell density;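 0% = mean cell density of plate MIN control wells and 100% = no cells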
Autophagy mod cell loss 18 h – recorded beside Autophagy mod, whose call it bears; toxicity, %; measured here: cell loss, nuclei count;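 cell loss after 18 h compound exposure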
* = called active by the depositor; i = inactive; . = not tested or not shown; + = active, no number.

No.	Compound	Dynein transport	Dynein transport cytoplasmic EGFP	Dynein transport nuclear GR-EGFP	Dynein transport cell count	WT yeast gro inh	WT yeast gro inh mutant strain	b-catenin transl	b-catenin transl cell count 5 µM	Autophagy mod
1	c1ccc(C2=Nn3c(nnc3-c3ccco3)SC2)cc1	1.1	-0.15	1.2	-0.84	14	-1	-3.5	1088	i
2	CC(C)SCC(=O)Nc1ncc2c(n1)-c1ccccc1CC2	-0.28	-0.3	-0.088	0.8	-8	15	0.8	1112	i
3	Cc1cccc(N(CC(=O)Nc2ccccc2-c2ccccc2)S(=O)(=O)c2ccccc2)c1C	1.3	0.012	0.48	-1.3	21	4	5.0	953	i
4	O=C1CCc2nc3ccccc3c(=O)n2N1	-1.4	-0.27	-0.75	1.4	8	23	.	.	i
5	Cc1cc(NC(=S)N(CCCN2CCOCC2)Cc2ccco2)ccc1Cl	-0.37	-0.25	-0.14	0.42	11	9	-0.6	962	i
6	CCOC(=O)C1(CCCc2ccccc2)CCN(C2CCSCC2)CC1	-1.4	-0.053	-0.98	-0.66	39	44	1.7	985	i
7	CCc1ccc(NC(=O)c2cc(C(C)C)on2)cc1	0.22	-0.2	0.13	-0.55	1	-13	-0.1	1440	i
8	O=C(Nc1cccn(Cc2cccc(F)c2)c1=O)NC1CCCCC1	1.3	-0.18	0.71	-1.3	-7	-2	-0.3	1484	i
9	O=C(N[C@@H](Cc1ccccc1)C(=O)OCc1ccccc1)c1nc[nH]c1C(=O)NC(c1ccccc1)c1ccccc1	0.9	-0.28	0.75	-0.3	4	1	0.2	1092	i
10	CCOC(=O)Cn1c2c(c(-c3ccccc3OC)cc1=O)CCCC2	-0.65	-0.5	-0.23	1.1	45	15	-4.6	1195	i
11	CCOc1ccccc1NC(=O)Cn1nnc(C(=O)Nc2ccc(C)cc2)c1N	0.63	-0.32	0.29	0.25	15	18	0.3	998	i
12	O=C(N/N=C/c1ccc(F)cc1)c1ccccc1	0.54	-0.37	-0.16	-0.65	-3	18	0.0	1116	i

No.	Autophagy mod cell loss 18 h	T cell modulator	T cell modulator vesicle-bound %	MT stabilizer	MT stabilizer Hoechst-high %	MT stabilizer cytotoxicity %	Yfh1-depleted yeast	M1AAP inhibition	P. falciparum M17LAP
1	28	i	60	3.5	1.3	6.8	i	7%	11%
2	1	i	25	2.2	2.9	9.3	i	3%	8%
3	-7	i	49	4.5	4.1	8.2	i	2%	-15%
4	-9	i	33	3.0	2.6	8.8	i	1%	9%
5	8	i	16	2.4	1.7	9.6	i	-1%	21%
6	14	.	.	2.8	3.3	5.2	i	6%	-7%
7	11	i	55	1.4	1.5	5.3	i	3%	1%
8	31	i	34	4.0	1.8	8.8	i	2%	0%
9	1	.	.	1.5	1.0	5.5	i	-7%	-6%
10	-3	i	12	3.6	3.0	7.3	i	-1%	5%
11	1	i	21	6.3	3.6	5.1	.	-5%	-3%
12	-10	i	24	2.4	2.3	13	i	5%	-1%

Other compounds follow:
No.	Compound	Dynein transport	Dynein transport cytoplasmic EGFP	Dynein transport nuclear GR-EGFP	Dynein transport cell count	WT yeast gro inh	WT yeast gro inh mutant strain	b-catenin transl	b-catenin transl cell count 5 µM	Autophagy mod
13	Cc1cc(C)n2nc(C(=O)NCc3ccco3)cc2n1	-0.83	-0.3	-0.36	0.88	-15	0	-6.6	1038	i
14	CC(C)(C)NC(=O)c1sccc1C(=O)O	-0.66	-0.0045	-0.16	-0.38	10	20	.	.	i
15	COC(=O)c1[nH]c2cccc(OC)c2c1NC(=O)CCN1CC(C)CC(C)C1 (stereo unspecified)	-0.91	-0.34	-0.69	1.6	8	-6	0.5	838	i
16	CNc1nc(C)c(C(=O)OCC(=O)OC)s1	-0.53	-0.2	-0.061	-0.036	-14	2	-5.6	922	i
17	Clc1ccccc1/C=N/NC1=Nc2cccc3cccc1c23	-1.5	0.43	-0.34	0.39	11	3	-1.7	1102	+
18	Cc1ccn2c(CNCC3OCCc4ccccc43)c(C(=O)N3CCCCCC3)nc2c1 (stereo unspecified)	-1.3	-0.26	-0.63	0.62	-5	-1	-0.7	1137	i
19	COc1cccc(NC(=O)Nc2nnc(-c3ccccc3SCc3ccccc3)s2)c1	1.1	-0.12	1.2	0.1	5	15	2.3	1218	i
20	COCCCNC(=S)NNC(=O)c1cccnc1	0.26	-0.17	0.78	0.66	5	9	-4.7	1055	i
21	COc1ccc(Nc2nc(N)nc(CSc3nc(C)cc(C)n3)n2)cc1	0.38	-0.17	0.53	0.018	-12	-3	-1.3	1003	i
22	COc1ccccc1CNC(=O)C(=O)NCC1OCCN1S(=O)(=O)c1cccs1 (stereo unspecified)	0.21	-0.23	0.7	-0.024	.	.	1.4	1230	.
23	CN1CCN(c2nc(-c3ccc(Cl)s3)cs2)CC1	1	-0.071	0.73	-0.97	12	1	1.7	1033	i
24	Cc1cc(Cl)ccc1NC(=S)NCCC(c1ccccc1)c1ccccc1	0.3	-0.2	-0.0025	-1.4	74*	18*	-0.3	864	i

No.	Autophagy mod cell loss 18 h	T cell modulator	T cell modulator vesicle-bound %	MT stabilizer	MT stabilizer Hoechst-high %	MT stabilizer cytotoxicity %	Yfh1-depleted yeast	M1AAP inhibition	P. falciparum M17LAP
13	-9	i	41	4.7	0.6	12	i	8%	3%
14	2	i	10	2.8	1.2	4.1	i	-9%	8%
15	12	i	34	4.1	2.9	7.4	i	2%	-15%
16	13	i	15	4.4	2.7	9.5	i	5%	1%
17	-2.5*	i	23	18	2.3	3.4	i	6%	-1%
18	22	i	57	2.0	2.4	5.9	i	-1%	27%
19	-7	i	55	2.3	1.2	11	i	0%	4%
20	2	i	56	1.8	0.7	3.1	i	1%	6%
21	-26	i	50	3.0	1.9	9.2	i	0%	-4%
22	.	i	44	.	.	.	i	-1%	11%
23	-1	i	34	4.7	1.1	3.6	i	-3%	0%
24	-33	i	17	1.9	1.5	5.4	i	-1%	4%

(listing goes on)
No.	Compound	Dynein transport	Dynein transport cytoplasmic EGFP	Dynein transport nuclear GR-EGFP	Dynein transport cell count	WT yeast gro inh	WT yeast gro inh mutant strain	b-catenin transl	b-catenin transl cell count 5 µM	Autophagy mod
25	Clc1ccc(-c2noc(COc3ccccc3)n2)cc1	-0.23	-0.27	0.53	0.5	-1	-1	1.8	1091	i
26	Clc1ccc(-c2cc3ccccc3[nH]2)cc1	-0.96	-0.1	-0.4	0.36	7	-9	3.2	1387	i
27	CC1CCN(C(=O)COC(=O)[C@H](C)NS(=O)(=O)/C=C/c2ccccc2)CC1	-1.1	-0.32	-0.35	1	-26	-26	2.9	937	i
28	Cc1nc(Cl)c(Cl)n1CCOc1ccccc1	-0.18	-0.17	-0.25	0.8	.	.	-2.4	1146	.
29	O=C(CON=C1c2ccccc2-c2ccccc21)NC12CC3CC(CC(C3)C1)C2	-0.66	-0.25	-0.66	0.7	42	0	-0.4	930	i
30	C#CCOc1ccc(Cl)cc1/C=N/O	0.64	-0.16	0.068	0.51	31	32	-1.6	818	i
31	O=C(Nc1ccc2nn(-c3ccccc3)nc2c1)c1ccco1	-0.66	-0.16	-0.27	0.58	5	-8	-0.2	1024	i
32	Cc1cc(C)nc(SCC(=O)NCc2ccco2)n1	-0.53	-0.19	0.0007	0.72	1	4	-5.2	880	i
33	Cc1ccc(S(=O)(=O)N2CCOCC2)cc1NC(=O)c1cc(-c2ccccn2)nc2ccccc12	0.42	0.14	0.37	-0.57	.	.	-3.9	1173	.
34	CC(C)N1C(=O)CCC1C(=O)N1CCN(c2ccccn2)CC1 (stereo unspecified)	-0.52	-0.25	0.34	0.83	-6	-10	0.3	528	i

No.	Autophagy mod cell loss 18 h	T cell modulator	T cell modulator vesicle-bound %	MT stabilizer	MT stabilizer Hoechst-high %	MT stabilizer cytotoxicity %	Yfh1-depleted yeast	M1AAP inhibition	P. falciparum M17LAP
25	10	i	42	2.1	2.0	1.3	i	2%	-6%
26	1	i	44	1.9	1.6	2.7	i	3%	4%
27	2	i	23	1.6	1.2	6.8	i	15%	-2%
28	.	i	50	.	.	.	i	-2%	-7%
29	-5	i	28	2.6	3.5	5.3	i	3%	1%
30	-2	i	41	6.0	2.5	0.9	i	7%	4%
31	-3	i	46	2.5	1.7	2.2	i	8%	0%
32	-5	i	60	3.7	1.8	2.9	i	5%	-1%
33	.	i	35	.	.	.	i	4%	1%
34	9	i	47	5.2	1.5	2.0	.	2%	-3%

Rewritten with tabs: part of the list above.
No.	canonical_smiles	Dynein transport	Dynein transport cytoplasmic EGFP	Dynein transport nuclear GR-EGFP	Dynein transport cell count	WT yeast gro inh	WT yeast gro inh mutant strain	b-catenin transl	b-catenin transl cell count 5 µM	Autophagy mod	Autophagy mod cell loss 18 h	T cell modulator	T cell modulator vesicle-bound %	MT stabilizer	MT stabilizer Hoechst-high %	MT stabilizer cytotoxicity %	Yfh1-depleted yeast	M1AAP inhibition	P. falciparum M17LAP
26	Clc1ccc(-c2cc3ccccc3[nH]2)cc1	-0.96	-0.1	-0.4	0.36	7	-9	3.2	1387	i	1	i	44	1.9	1.6	2.7	i	3%	4%
27	CC1CCN(C(=O)COC(=O)[C@H](C)NS(=O)(=O)/C=C/c2ccccc2)CC1	-1.1	-0.32	-0.35	1	-26	-26	2.9	937	i	2	i	23	1.6	1.2	6.8	i	15%	-2%

Screening results as filed in PubChem.

Outcome played no part in choosing rows; overall some 4.4% were active at least once.
